Screening data as filed in PubChem.
NCI-60 one-dose screen, 48 h, at 10 µM unless noted. Numbers give growth in % (100 = growth as untreated, 0 = no growth, -100 = all killed).
MCF7: MCF7 breast cancer | 82,000 compounds, 6.3% hits | AID 1794796
T-47D: T-47D breast cancer. 79,000 compounds, 5% hits
HS 578T: HS 578T breast cancer | 78,000 compounds, 4.1% hits | AID 1794788
BT-549: BT-549 breast cancer | 78,000 compounds, 4.4% hits
MALME-3M: MALME-3M melanoma; 78,000 compounds, 5.8% hits
LOX IMVI: LOX IMVI melanoma | 79,000 compounds, 7.4% hits | AID 1794757
MDA-MB-231: MDA-MB-231 breast cancer; AID 1794789; 81,000 compounds, 5% hits
SK-MEL-2: SK-MEL-2 melanoma; 77,000 compounds, 4.7% hits
Starred values were filed as active, the others as inactive; . = no result given; & = joins results of further samples. The calls were made as follows: active = growth percent below 10; inactive = the rest.

nr	canonical_smiles	MCF7	T-47D	HS 578T	BT-549	MALME-3M	LOX IMVI	MDA-MB-231	SK-MEL-2
1	CCCCN(Cc1c(O)ccc2ccccc12)Cc1c(O)ccc2ccccc12	89.4	99.7	99.4	105.7	103.7	87.1	98.4	117.7
2	Cc1oc(-c2ccc(Cl)cc2)nc1/C=C/C(=O)c1ccccc1	49.9	79.5	100.0	84.8	97.6	99.6	100.8	100.3
3	O=c1c2cc(-c3ccc(F)cc3F)ccc2n(O)c(=O)n1-c1cccc(C(F)(F)F)c1	1.3*	-15.9*	-0.8*	-3.5*	-12.2*	12.5	-10.3*	-34.3*
4	COc1cc2c(=O)[nH]c3cc([N+](=O)[O-])ccc3c2cc1[N+](=O)[O-]	16.5	49.1	66.6	50.4	50.3	36.7	56.0	86.1
5	COc1ccc(-n2nnc3c(N)c(C#N)c(N)nc32)cc1	90.4	81.0	85.7	101.4	106.0	103.0	93.8	87.3
6	N#C/C(=C(\CCCO)NC(CCC(=O)O)C(=O)O)c1nc2ccc(Br)cc2c(=O)[nH]1 (stereo unspecified)	89.5	92.9	115.7	99.0	111.6	95.9	101.9	85.7
7	COc1ccccc1/C=C/C(=O)c1nnn(-c2ccc(Br)cc2)c1C	67.0	88.4	106.4	85.4	92.3	78.4	97.0	98.5
8	COc1ccc2nc(Cl)c(-c3cc(-c4ccccc4)nc(N)n3)cc2c1	4.3*	30.6	59.3	-11.1*	61.0	-86.0*	.	69.5
9	CC[C@H](c1cc(C)c(O)c(C)c1)[C@@H](CC)c1ccc(O)cc1	100.9	90.5	90.9	86.4	91.3	93.5	106.7	105.9
10	CSCCC(N)C(=O)Nc1ccc(S(=O)(=O)c2ccc(NC(=O)C(N)CCSC)cc2)cc1 (stereo unspecified)	99.7	97.0	108.7	106.0	115.7	103.6	102.3	108.7
11	CC(C)CNCCCCCCl	94.1	90.6	.	105.6	91.4	91.8	111.5	92.1
12	Cc1cc(O)c(C(C)(C)C)cc1N=O	102.5	135.7	97.4	103.4	.	102.9	85.2	115.3
13	O=C(CS(=O)(=O)c1oc(-c2ccc(Cl)cc2)nc1S(=O)(=O)c1ccc(Cl)cc1)N1CCOCC1	11.3	-50.2*	76.0	52.4	-71.3*	-90.8*	-1.4*	83.9
14	CC1OC(O[C@@H]2[C@H](O)C(CO)OC(O[C@H]3COC(O[C@H]4CC[C@]5(C)[C@H]6CC[C@]78OC[C@@]9(CCC(C)(C)C[C@H]97)[C@H](O)C[C@@]8(C)[C@]6(C)CC[C@H]5C4(C)C)[C@@H](OC4OC(CO)[C@@H](O)[C@@H](O)[C@@H]4O)[C@@H]3O)[C@H]2OC2OC[C@@H](O)[C@@H](O)[C@@H]2O)[C@@H](O)[C@@H](O)[C@H]1O (stereo partly specified)	-55.9*	-54.6*	-54.4*	-69.2*	-70.6*	-82.7*	-72.2*	-81.4*
15	O=C(c1ccccc1)C(CN1CCOCC1)c1ccccc1 (stereo unspecified)	1.1*	64.3	59.8	30.2	-3.8*	-34.7*	33.2	-8.6*
16	C=C(C)[C@@H]1CC[C@]2(C(N)=O)CC[C@]3(C)[C@H](CC[C@@H]4[C@@]5(C)C/C(=C/c6cc(OC)cc(OC)c6)C(=O)C(C)(C)[C@@H]5CC[C@]43C)[C@@H]12	38.7	52.5	62.2	88.0	91.8	76.8	79.8	93.2
17	O=Cc1csc2ccccc12	96.9	102.1	97.2	109.4	108.1	92.8	99.9	90.0
18	CCOC(=O)c1ccc(NC(=S)NC(=O)c2ccccc2)cc1	92.8&91.9	79.6&87.4	90.0&92.1	89.3&85.3	89.7&90.4	92.9&100.8	93.8&106.6	93.6&107.3
19	COC(=O)[C@@H](Cc1c[nH]c2ccccc12)NC(=O)[C@H](C)NCc1ccc2[nH]ccc2c1	97.6	82.7	95.6	106.4	87.7	93.8	82.1	98.5
20	COc1ccc2c(c1)C(C)Cc1c(ncnc1-n1cnc3ccccc31)N2C (stereo unspecified)	18.6	56.9	31.6	.	92.3	26.6	12.9	44.0
21	O=C(O)N/N=C/c1cc(Cl)ccc1O	94.9	79.1	104.7	96.8	88.7	95.9	92.0	106.7
22	COc1cc(C(=O)Nc2ccc(Cn3nnc4c(F)cccc43)cc2)cc(OC)c1OC	83.0	64.8	86.7	104.2	96.2	91.8	83.6	98.0
23	COc1cc(-c2c3c(nn2-c2ccccc2)CCc2cnoc2-3)cc(OC)c1OC	81.6	65.1	.	96.4	103.1	90.0	76.3	102.1
24	CNC(=O)c1ccccc1CC1(O)c2ccccc2Oc2ccccc21	25.6	49.4	63.5	65.0	29.9	57.9	66.3	.
25	COc1cc(/C=C/C(=O)c2ccc(NC(=O)CSc3nnc(-c4ccccc4)o3)cc2)cc(OC)c1OC	48.4	85.0	100.2	73.3	104.7	83.6	87.7	91.0
26	CCC(C)(C)N(CC(=O)O)CC(=O)O	96.6	.	88.7	92.5	103.6	96.9	.	107.4
27	CN1CCN(C(=S)SCC(=O)Nc2nc3ccccc3s2)CC1	100.2	93.8	107.5	108.0	90.1	86.0	96.8	95.4
28	CN(C)c1ccc(-c2ccncc2)cc1	90.8	94.6	93.1	93.5	106.6	100.1	100.4	110.8
29	CCOC(=O)C1=CSC2=NC(C)=CC(c3ccc(OC)c(OC)c3)N12 (stereo unspecified)	95.2	101.2	112.9	104.5	125.8	92.6	96.0	97.9
30	COc1cc(N/C(N)=N\C(N)=NC(C)C)cc(OC)c1OC	107.2	107.4	101.9	.	.	99.9	111.8	115.6
31	CN1c2ccccc2C(=O)N(NC(=O)Nc2ccccc2)C1c1ccccc1 (stereo unspecified)	98.0	95.3	97.1	43.2	96.9	97.4	113.0	107.7
32	[2H]C1NCCCC1([2H])c1ccc(-n2cc3cccc(C(N)=O)c3n2)cc1 (stereo unspecified)	68.1	95.4	94.5	103.8	80.5	72.4	79.3	99.7
33	COc1ccc(CC(=O)OCC(C)C)cc1	97.4	110.7	118.0	120.8	123.6	101.7	110.5	120.7
34	O=CC(O)C(O)C(O)C(O)CO (stereo unspecified)	96.9	104.0	102.9	102.7	.	101.9	103.7	98.2
35	Cc1ccc(C(=O)c2sc3[nH]c(=O)c(C(=O)O)cc3c2N)cc1	109.6	109.7	95.5	121.3	121.1	101.6	95.8	164.4
36	COc1ccc(-c2ccc(NNC(=O)c3ccccc3)nn2)cc1OC	88.5	103.6	93.8	93.2	106.1	99.3	85.7	107.4
37	Cc1cc(O)c(C(C)C)cc1N=Cc1ccc(N(C)C)cc1	98.8	62.3	.	104.1	126.7	101.1	92.3	106.4
38	CCCCN1C(=O)CC(C(=O)OCC)=C1C	96.0	96.6	80.1	104.4	107.7	100.8	107.8	102.9
39	O=C(c1ccccc1)c1c(/C=C/c2ccccc2)nc2ccccc2c1/C=C/c1ccccc1	89.0	99.7	95.8	116.9	106.9	93.9	96.6	108.0
40	CC(=O)c1cc(C(=O)c2ccc(Br)cc2)n2cccc(C#N)c12	102.3	102.9	78.3	109.9	103.2	98.3	94.9	117.5
41	N#CCCN(CCC#N)C(CCC(=O)O)C(=O)O (stereo unspecified)	94.5	108.3	119.2	112.5	106.5	106.1	109.3	121.3
42	Cc1ccc2c(C3NNC(=S)N3)cc(=O)oc2c1 (stereo unspecified)	92.1	99.4	89.6	96.1	103.4	93.8	101.7	112.4
43	C=CCN=C(NC#N)SC	98.2	198.5	108.3	100.7	95.3	96.5	106.9	102.3
44	O=C(O)Cc1ccc(SSc2ccc(CC(=O)O)cc2)cc1	91.2	97.4	102.9	98.9	.	90.1	103.6	109.2
45	CCOC(=O)c1cc2ccccc2o1	93.2	101.5	98.6	91.7	95.9	90.1	96.6	106.2
46	NC(=O)OCC(NC(=O)OCc1ccccc1)C(=O)OCc1ccccc1 (stereo unspecified)	96.3	98.4	125.6	117.3	108.1	101.7	109.9	111.3
47	CCC(Cc1ccccc1)OC(=O)c1cc(-c2ccc(OC)cc2)nc2ccccc12 (stereo unspecified)	100.2	76.6	96.4	119.7	100.4	94.6	89.8	100.8
48	COc1ccc(C2=NC(=O)NC2c2ccc(OC)cc2)cc1 (stereo unspecified)	29.3	62.5	.	90.6	75.5	64.0	73.9	59.9
49	CCCCCCCn1ncc2c(Nc3cccc(Br)c3)ncnc21	90.0	102.3	95.4	113.6	95.5	101.8	94.1	106.2
50	COC(=O)c1ccc2[nH]c(O)c(C(=Nc3ccc(N(C)C(=O)CN4CCN(C)CC4)cc3)c3ccc(CO)cc3)c2c1	55.1	.	34.9	85.1	64.4	81.1	102.0	64.0
51	COC(=O)c1ccc(CSc2nnc(-c3c(C)nc4ccc(Cl)cn34)o2)cc1	74.6	82.6	97.2	109.0	96.6	97.5	74.2	90.4
52	O=C1c2ccccc2C(=O)c2c1cc(S(=O)(=O)O)cc2[N+](=O)[O-]	90.4	83.1	116.7	.	95.6	92.8	114.2	91.5
53	CC1=C(C(=O)c2ccccc2)C(c2ccc(-n3cncn3)cc2)n2c(nc3ccccc32)N1 (stereo unspecified)	66.7	83.6	.	67.4	81.0	.	.	100.5
54	Nc1n[nH]c2cccc(C#Cc3cccc(NC(=O)c4cccc(OC(F)(F)F)c4)c3)c12	58.8	33.6	1.4*	85.0	2.2*	16.9	17.7	.
55	COC(=O)c1ccc2c(c1)nc(-c1ccc(Cl)cc1)n2Cc1ccc(OC)c(OC)c1	74.5	75.3	95.4	103.7	99.6	58.2	78.2	96.0
56	Cc1ccc(C(=O)CCCC(=O)c2ccc(C)cc2)cc1	99.7	89.8	116.2	102.4	130.4	90.6	95.0	112.6
57	C(#Cc1ccccc1)c1ccccc1	100.8	93.4	.	.	109.9	103.0	99.6	.
58	COc1ccc(C(=NNS(=O)(=O)c2ccc(C)cc2)c2ccc(Cl)cc2)cc1OC	78.5	57.1	105.5	111.3	91.4	110.4	97.1	95.2
59	O=C1[C@@H](OS(=O)(=O)N2CCCC2)[C@H](c2ccc(F)cn2)N1c1cc2c3ccccc3ccc2c2ccccc12	77.7	81.9	86.6	101.9	115.8	90.3	86.1	92.6
60	CC(=O)OC(C)C(=O)OCC1OC(OC(=O)C(C)OC(C)=O)C(OC(=O)C(C)OC(C)=O)C(OC(=O)C(C)OC(C)=O)C1OC(=O)C(C)OC(C)=O (stereo unspecified)	97.6	106.0	110.5	112.6	99.2	98.8	113.0	112.7

Single records, as listed above. Order of values: MCF7	T-47D	HS 578T	BT-549	MALME-3M	LOX IMVI	MDA-MB-231	SK-MEL-2
Cc1ccc(C(=O)CCCC(=O)c2ccc(C)cc2)cc1 is entered as 99.7	89.8	116.2	102.4	130.4	90.6	95.0	112.6
CCCCCCCn1ncc2c(Nc3cccc(Br)c3)ncnc21 is entered as 90.0	102.3	95.4	113.6	95.5	101.8	94.1	106.2

Not a retest: an excerpt of the list.
nr	canonical_smiles	MCF7	T-47D	HS 578T	BT-549	MALME-3M	LOX IMVI	MDA-MB-231	SK-MEL-2
1	CCCCN(Cc1c(O)ccc2ccccc12)Cc1c(O)ccc2ccccc12	89.4	99.7	99.4	105.7	103.7	87.1	98.4	117.7
2	Cc1oc(-c2ccc(Cl)cc2)nc1/C=C/C(=O)c1ccccc1	49.9	79.5	100.0	84.8	97.6	99.6	100.8	100.3
3	O=c1c2cc(-c3ccc(F)cc3F)ccc2n(O)c(=O)n1-c1cccc(C(F)(F)F)c1	1.3*	-15.9*	-0.8*	-3.5*	-12.2*	12.5	-10.3*	-34.3*
4	COc1cc2c(=O)[nH]c3cc([N+](=O)[O-])ccc3c2cc1[N+](=O)[O-]	16.5	49.1	66.6	50.4	50.3	36.7	56.0	86.1
5	COc1ccc(-n2nnc3c(N)c(C#N)c(N)nc32)cc1	90.4	81.0	85.7	101.4	106.0	103.0	93.8	87.3
6	N#C/C(=C(\CCCO)NC(CCC(=O)O)C(=O)O)c1nc2ccc(Br)cc2c(=O)[nH]1 (stereo unspecified)	89.5	92.9	115.7	99.0	111.6	95.9	101.9	85.7
7	COc1ccccc1/C=C/C(=O)c1nnn(-c2ccc(Br)cc2)c1C	67.0	88.4	106.4	85.4	92.3	78.4	97.0	98.5

Following part.
nr	canonical_smiles	MCF7	T-47D	HS 578T	BT-549	MALME-3M	LOX IMVI	MDA-MB-231	SK-MEL-2
61	Cc1cc(C)c(C)c(Br)c1C	83.8	109.3	112.8	.	110.6	103.9	106.9	110.1
62	CCOC(=O)CNCc1ccccc1	28.1	98.2	99.0	96.9	102.0	94.1	99.0	105.3
63	CCCCC(CC)CN(CC(CC)CCCC)N=O (stereo unspecified)	111.9	99.3	110.4	102.8	.	99.1	104.5	105.9
64	COC(=O)/C=C/CNC(=O)c1ccc(C(=O)/C=C\C(C)=O)cc1	87.9	86.9	96.9	101.9	97.1	96.3	99.1	104.9
65	Cc1cc(=O)oc2c(C)cc(C(C)(C)C)cc12	96.4	72.1	97.8	95.8	119.3	96.0	96.4	99.3
66	COc1cc2nc(-c3ccc(NC(=O)/C=C/c4ccc(F)c(F)c4)cc3)sc2c(OC)c1OC	88.8	100.0	101.2	91.7	.	102.8	92.4	113.1
67	Cc1ccc(N2CCN(CCOCCC#N)CC2)cc1	107.2	93.5	99.3	104.1	106.3	54.0	105.9	111.3
68	NCc1ccc([N+](=O)[O-])cc1	98.3	98.9	105.5	110.4	111.0	101.3	100.4	98.1
69	CCCCCCCCCCCCCCCCNC(=S)N/N=C/c1ccccc1O	90.8	82.4	103.4	85.7	99.2	89.3	85.7	96.6
70	[O-]/[N+](=N\Nc1ccc(Cl)cc1)c1ccccc1	93.8	97.7	106.5	97.8	105.4	70.6	94.2	97.5
71	C=C(C)COC(=O)CC(C)=O	101.8	108.4	106.5	111.1	107.6	102.4	112.9	110.9
72	Cc1cnc(CSc2nc(-c3ccc(F)cc3)cn2-c2ccc(Cl)cc2)c(C)c1	90.0	65.8	107.7	108.3	99.2	102.7	94.6	81.8
73	CCOC(=O)C(Nc1ccc(F)cc1)c1ccc(NC)cc1 (stereo unspecified)	92.5	94.0	108.1	95.3	82.2	78.8	108.6	91.8
